Bioassay records from PubChem.
PGK inhibitor: qHTS Assay to Find Inhibitors of Phosphoglycerate Kinase. PGK/GAPDH coupled, Kinase-Glo luminescence, 60 min. Potency, µM (doses to about 57.5 µM), inactives show at the highest dose activity change, negative = inhibition, usual class: inhibitors. actives 0.043% (n = 380,000). AID 602233, 2012; note: potency is the fitted concentration of half-maximal effect; % is set by controls: 0 for no effect and ±100 for the full control effect; nearly all actives have a fitted effect of over 60% in size
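Recombinant glycosomal PGK reaction used 1,3-bisphosphoglycerate generated in-well by GAPDH (100nM final) in 100mM TEA pH 7.6, 5mM MgCl2, 0.01% Tween-20. After 60 minutes at room temperature, ATP was read by Kinase-Glo Plus luminescence end-point.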
BAZ2B block: qHTS Assay for Inhibitors of BAZ2B; Bromodomain adjacent to zinc finger domain protein 2B (Homo sapiens), Q9UIF8; AlphaScreen BAZ2B-H3K14Ac peptide displacement; Potency, µM (titrated, usually from 114 µM), inactives show at the highest dose activity change, negative = inhibition, most hits filed as inhibitors; actives 4.4% (n = 360,000); AID 504333, 2011; note: potency is the fitted concentration of half-maximal effect; % is set by controls: 0 for no effect and ±100 for the full control effect; nearly all actives have a fitted effect of over 60% in size
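BAZ2B (50 nM) with biotin-H3(5-23)K14Ac peptide (50 nM) in PBS pH 7.4, 0.01% Tween-20, preformed 30 min, then compound 30 min at room temperature; top concentration 110uM. AlphaScreen streptavidin donor/nickel chelate acceptor beads (10 ug/mL final), 20 min dark, signal read.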
GLS inhibitor: qHTS for Inhibitors of Glutaminase (GLS) | Glutaminase kidney isoform, mitochondrial (Homo sapiens), O94925 | GLS enzymatic activity, qHTS titration | Potency, µM (titrated, usually from 45.5 µM), inactives show top-dose activity change, negative = inhibition, hits mostly inhibitors | actives 0.21% (n = 410,000) | AID 624170, 2012; note: potency is the fitted concentration of half-maximal effect; % is set by controls: 0 for no effect and ±100 for the full control effect
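Coupled fluorescence readout: glutamate oxidase/HRP/Amplex Red detect glutamate formed by hKGA from L-glutamine (1 mM solution added). Buffer 45 mM KH2PO4 pH 8.2, 0.02% Tween-20; reads at t0 and 30 min RT.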
Pin1 inh: qHTS Assay to Find Inhibitors of Pin1. Peptidyl-prolyl cis-trans isomerase NIMA-interacting 1 (Homo sapiens), Q13526. Pin1 FP peptide displacement, HiFluor488, 10 min. Potency, µM (titrated, usually from 115 µM), for inactives: at the highest dose activity, negative = inhibition, most hits filed as inhibitors. actives 0.009% (n = 390,000); active = well fitted inhibition curve with a large enough effect in the polarisation, with a control signal flat, not every such curve was filed as active; inconclusive = small, poorly fitted or top-dose-only effect, or effect the other way, or a change in a side signal; inactive = no such curve, though single readings can be large or run the other way; the % refers to the polarisation; note: potency is the fitted concentration of half-maximal effect; % is set by controls: 0 for no effect and ±100 for the full control effect
Target sequence (Q13526 whole entry, looked up): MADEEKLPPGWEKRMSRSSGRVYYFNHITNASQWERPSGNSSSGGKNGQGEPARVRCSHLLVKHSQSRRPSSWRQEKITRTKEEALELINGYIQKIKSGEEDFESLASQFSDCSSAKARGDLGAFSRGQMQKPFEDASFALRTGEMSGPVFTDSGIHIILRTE
ERG-DNA inh: qHTS for Small Molecule Inhibitors of the ERG Ets/DNA interaction. Transcriptional regulator ERG (Homo sapiens), P11308. fluorescence polarization, His-ERG Ets domain / labelled DNA. Potency, µM (titrated, usually from 76.9 µM), without a hit: at the top dose FP activity, negative = inhibition, actives largely listed as inhibitors. actives 0.028% (n = 370,000). AID 624246, 2012; active = well fitted inhibition curve with a large enough effect in the polarisation, with a control signal flat; inconclusive = small, poorly fitted or top-dose-only effect, or effect the other way, or a change in a side signal; inactive = no such curve, though single readings can be large or run the other way; the % refers to the polarisation;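 note: polarization taken with two DNA probes labelled with fluorescein and Texas red; potency is the fitted concentration of half-maximal effect; % of control where 0% means no effect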
Target sequence (P11308 whole entry, looked up, the tested form may be a part): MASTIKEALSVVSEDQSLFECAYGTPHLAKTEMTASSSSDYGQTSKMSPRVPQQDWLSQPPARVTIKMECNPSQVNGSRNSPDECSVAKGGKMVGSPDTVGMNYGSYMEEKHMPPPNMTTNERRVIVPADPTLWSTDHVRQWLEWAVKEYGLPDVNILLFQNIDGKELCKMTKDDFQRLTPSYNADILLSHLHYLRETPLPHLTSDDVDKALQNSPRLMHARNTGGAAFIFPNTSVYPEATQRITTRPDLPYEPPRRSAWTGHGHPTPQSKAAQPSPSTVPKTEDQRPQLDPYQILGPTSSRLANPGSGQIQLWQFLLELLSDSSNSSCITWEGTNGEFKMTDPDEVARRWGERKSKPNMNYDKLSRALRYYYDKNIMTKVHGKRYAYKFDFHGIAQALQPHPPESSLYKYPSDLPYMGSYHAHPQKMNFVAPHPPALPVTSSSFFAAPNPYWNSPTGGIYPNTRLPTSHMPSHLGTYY
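His-tagged ERG Ets domain (1 uM in the protein solution; 300mM KCl, 50mM Tris-HCl, 1mM EDTA, 1mM DTT, pH 7.5) received compound, then a probe mix of 5 nM fluorescein-DNA and 100nM Texas-615-DNA. Fluorescence polarization was read for both dyes.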
HP1b binding inh: HTS for Inhibitors of HP1-beta Chromodomain Interactions with Methylated Histone Tails; Chromobox protein homolog 1 (Homo sapiens), P83916; AlphaScreen HP1-beta / biotin-H3K9me3 peptide binding; Potency, µM (titrated, usually from 114 µM), for inactives: at the highest dose activity change, negative = inhibition, actives largely listed as inhibitors; actives 0.56% (n = 390,000); AID 540317, 2011; note: potency is the fitted concentration of half-maximal effect; nearly all actives have a fitted effect of over 70% in size; inactives centre near 23
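Compound inhibition of the preformed complex between 50 nM HP1-beta and 50 nM biotinylated H3K9me3 peptide was read by AlphaScreen. Buffer was PBS pH 7.4 with 0.01% Tween-20. Incubations ran 30 min at room temperature, with 10 ug/mL donor/acceptor beads.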
PI4K2A block: qHTS for small molecular inhibitors of PI4K2A; purified PI4K2A, ADP-Glo luminescence, 1 h; stronger effect = lower value; AID 1346378, 2018; actives 0.13% (n = 420,000); activity change, negative = inhibition, % at 76.9 µM; Phosphatidylinositol 4-kinase type 2-alpha (Homo sapiens), Q9BTU6; in the data active = activity change below about -50%; inconclusive = mostly about -30% to -49%;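 note: -100% = wells without enzyme as full effect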
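ADP-Glo luminescence measured ADP generated by PI4K2A enzyme (4 ug/mL before mixing) with 1.2 mM PI substrate (pre-mix) and 300 microM ATP (pre-mix). Tris pH7.5 buffer with MgCl2, Triton X-100; 1 h reaction at ambient temperature.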
JMJD2A Tudor: qHTS Assay for Inhibitors of JMJD2A-Tudor Domain; AID 504339, 2011; AlphaScreen JMJD2A-Tudor / H3K4me3 peptide binding; actives 4.4% (n = 390,000); Potency, µM (top dose mostly 114 µM), without a hit: top-dose activity change, negative = inhibition, actives largely listed as inhibitors; note: potency is the fitted concentration of half-maximal effect; % is set by controls: 0 for no effect and ±100 for the full control effect; nearly all actives have a fitted effect of over 50% in size
G9a block: qHTS Assay for Inhibitors of Histone Lysine Methyltransferase G9a; Histone-lysine N-methyltransferase EHMT2 (Homo sapiens), Q96KQ7; G9a H3K9 monomethylation, AlphaScreen, 2 h; Potency, µM (titrated, usually from 102 µM), inactives show at the top dose activity, negative = inhibition, usual class: inhibitors; actives 8.8% (n = 350,000); AID 504332, 2011; note: potency is the fitted concentration of half-maximal effect; % is set by controls: 0 for no effect and ±100 for the full control effect; nearly all actives have a fitted effect of over 75% in size
Target sequence (Q96KQ7 913-1193 limits assumed): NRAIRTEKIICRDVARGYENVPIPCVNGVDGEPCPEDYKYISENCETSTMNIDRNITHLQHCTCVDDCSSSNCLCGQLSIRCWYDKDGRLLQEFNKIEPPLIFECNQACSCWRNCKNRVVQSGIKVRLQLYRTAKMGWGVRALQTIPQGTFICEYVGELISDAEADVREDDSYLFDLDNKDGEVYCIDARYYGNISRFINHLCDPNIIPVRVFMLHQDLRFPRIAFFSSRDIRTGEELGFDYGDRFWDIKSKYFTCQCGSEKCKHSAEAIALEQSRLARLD
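Using a bead-based AlphaScreen, monomethylated H3K9 product from 2 h room-temperature reactions (G9a 20 nM, peptide 500 nM, SAM 20 uM) was detected with 0.5 ug/mL rabbit anti-H3K9me1 antibody.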
* hit, by the source's call; i = inactive; ? = inconclusive; nt = not tested or not shown; & = joins results of further samples; [ ] = remark or other dose. Unless noted, calls come from the whole dose curve; as a rule, active = well fitted curve in the direction sought with a large enough effect; inconclusive = small, poorly fitted or top-dose-only effect, or another doubt; inactive = no such curve, though single readings can be large; an effect the other way counts as inactive or inconclusive.

no.	PGK inhibitor	BAZ2B block	GLS inhibitor	Pin1 inh	ERG-DNA inh	HP1b binding inh	PI4K2A block	JMJD2A Tudor	G9a block	Compound
1	i	?	-3.0%	4.4%	-0.8%	15.4%	-5.2	?	-0.3%	CCOC(=O)Cc1cn2c(=O)cc(CSCC(=O)Nc3ccc(C)c(C)c3)nc2s1
2	i	-25.2%	-14.7%	-0.3%	-2.8%	49.7%[activator]	-0.7	-2.3%	32.7%[activator]	COc1cccc(NC(=O)C(=S)NC2CCCCC2)c1
3	-0.1%	11.9%	-0.2%	1.4%	-3.8%	22.8%	1.3	-5.7%	15.9%[12.7 µM]	Cc1ccc(NS(=O)(=O)c2cccc(C(=O)N3CCN(C(=O)c4ccco4)CC3)c2)cc1
4	i	24.0%	-9.5%	-0.7%	5.6%	41.8%[activator]	-5.9	5.8%	-8.2%[59 µM]	CC(C)N=C(NC#N)SCC(=O)NC(C)(C)C
5	-6.7%	nt	20.9%	0.7%	nt	?	-17.4	79.4µM*	nt	CC(=O)N(C)c1ccc(C=C2C=Cc3ccccc32)cc1
6	-8.9%	-0.2%	1.0%	3.2%	-1.7%	?	6.9	-22.3%[57.1 µM]	-5.7%[59 µM]	Cc1ccc(/C=N/N=C/c2ccc(C)cc2)cc1
7	-1.6%	-9.1%	-5.2%	-7.0%	-2.1%	28.8%	-5.6	1.7%	3.2%	N#Cc1ccccc1NC(=O)Nc1ccccc1
8	-1.1%&-5.2%	13.7%	-13.4%&1.5%	-4.9%&-15.3%	4.5%	-4.6%&11.0%	-3.7&0.4	-31.3%&-5.8%	-24.3%[59 µM]	CC(=O)Nc1ccc(S(=O)(=O)NCc2ccc(C(=O)NCc3ccc(Cl)cc3)cc2)cc1
9	-0.4%	-13.1%	6.4%	-0.5%	10.2%	15.9%	-6.0	-9.7%	20µM*	O=C(/C=C/c1ccco1)NCc1ccc2c(c1)OCO2
10	-3.3%	17.4%	0.0%	0.9%	6.0%	24.2%	-3.8	-0.8%	2.7%	CC1CC(C)CN(CCCNC(=O)CN2C(=O)c3cccnc3Oc3ccc(Cl)cc32)C1 (stereo unspecified)
11	-2.3%	-1.3%	4.4%	-5.3%	2.2%	28.6%	-1.8	-1.5%	2.5%[59 µM]	CC(C)CN1C(=O)NC(NC(=O)c2cccs2)(C(F)(F)F)C1=O (stereo unspecified)
12	-1.8%	nt	0.5%	-0.9%	-0.3%	6.0%	15.3	-20.7%	nt	O=S(=O)(N/N=C1/CC(c2ccccc2)Oc2ccccc21)c1ccccc1 (stereo unspecified)
13	-1.1%	nt	-3.6%	-0.4%	0.5%	27.7%	-0.7	-2.7%	-26.9%	CCOc1ccc(NC(=O)CC2C(=O)N(c3ccc(OC)cc3)C(=O)N2CCc2ccc(OC)c(OC)c2)cc1 (stereo unspecified)
14	-21.5%	11.6%	-0.3%	0.9%	-5.4%	8.4%	-59.0*	-9.6%	-0.8%[12.7 µM]	COc1ccc(/C=N\n2nnc3ccccc32)cc1
15	-8.0%	1.3%	-2.8%	-8.8%	-4.4%	31.6%	-3.3	-18.3%	-2.5%	O=C(NCc1ccccn1)C(=O)Nc1ccccc1
16	i	-0.4%	0.0%	-0.7%	-9.4%	9.4%[57 µM]	3.2	-12.9%	nt	CN(CC1COCCO1)c1nc2nonc2nc1N1CCSCC1 (stereo unspecified)
17	7.5%	2.5%	20.5%	0.9%	-2.5%	30.8%	4.3	1.4%	6.0%[59 µM]	CN(C)S(=O)(=O)Nc1ccc(Br)cc1F
18	-1.8%	-26.5%[57.1 µM]	-1.6%	-8.0%	11.9%	38.0%[activator]	-12.8	-24.1%	3.5%	C[C@@H](C(=O)Nc1ccc2c(c1)OCO2)n1c(=O)[nH]c2ccccc2c1=O
19	-3.0%	1.1%[57.1 µM]	2.7%	-0.7%	5.4%	13.2%	-0.1	-23.6%	-35.9%[59 µM]	Cc1ccc(C)c(N2CCN(C(=O)c3cnn(-c4ccccc4Cl)c3C3CCN(C(=O)OC(C)(C)C)CC3)CC2)c1
20	-8.9%	44.4%[activator]	-12.7%	11.0%	-12.3%	76.6%[activator]	-4.4	36.0%	160.9%[activator]	COc1ccc(-c2noc(-c3ccoc3C)n2)cc1
21	-3.0%	6.4%	-10.2%	4.8%	3.6%	7.2%	-7.4	-6.9%	-24.7%	O=C(C1CC(=O)N(c2ccc(Cl)cc2)C1)N1CCC(c2nc3ccccc3[nH]2)CC1 (stereo unspecified)
22	-9.5%	-2.4%	-1.7%	-5.8%	-2.6%	27.2%	-3.8	-17.9%	4.0%[2.33 µM]	CCCCN(C(=O)CSc1ncn[nH]1)c1c(N)n(Cc2ccccc2)c(=O)[nH]c1=O
23	-2.2%	-34.8%	3.1%	5.0%	-2.5%	19.8%	2.8	-30.3%	-5.7%[59 µM]	COc1cc(NC(=S)NCc2ccco2)cc(OC)c1
24	-4.1%	4.8%	0.0%	3.8%	36.9%[activator]	30.9%	-1.6	-2.0%	-2.2%	O=C(CSc1n[nH]c(=O)n1-c1ccccc1)Nc1ccccc1
25	6.1%	-0.8%	0.2%	9.2%	-2.9%	18.1%	2.3	-12.6%	2.1%[59 µM]	CCCCCn1c(=O)[nH]c2cc(C(=O)Nc3cc(OC)cc(OC)c3)ccc2c1=O
26	-2.6%	0.1%	1.6%	-9.1%	-24.8%	30.5%	3.6	-2.4%	7.6%[59 µM]	CCOC(=O)c1c(N)n(-c2ccc(Cl)c(Cl)c2)c2nc3ccccc3nc12
27	6.6%	50.1µM*	2.1%	-0.5%	10.2%	0.2%	0.4	?	?	O=C(CC1(O)C(=O)Nc2ccccc21)c1cccc(-n2cccc2)c1 (stereo unspecified)
28	7.5%	5.3%	-0.3%	-0.4%	1.0%	46.9%[activator]	6.8	-9.1%	-18.4%[12.7 µM]	Cc1sc2ncnc(SCC(=O)NCC3CCCO3)c2c1C (stereo unspecified)
29	-0.6%	-8.9%	0.4%	-5.2%	-4.5%	13.1%	-2.0	-12.4%	?	COc1ccccc1OC(C)C(=O)N1CCc2ccccc21 (stereo unspecified)
30	4.4%	2.9%	-12.3%	-3.1%	-4.6%	47.9%[activator]	8.1	5.7%	1.2%[59 µM]	CCn1nnnc1SCC(=O)N(C1CCCCC1)C1CCCCC1
31	-4.0%	28.2µM*	-12.8%	-12.5%	0.3%	-28.6%	-3.9	8.91µM*	35.5µM*	S=C(NCCN1CCOCC1)N1CCN(c2cccc(Cl)c2)CC1
32	5.1%	?	?	0.3%	11.3%	79.4µM*	-1.2	50.1µM*	3.98µM*	COc1cc(/C=N/Nc2ccc(C)cc2)cc(Br)c1O
33	5.5%	-3.2%	7.2%	15.8%	0.2%	9.1%	3.6	-2.4%	-33.9%	O=C(CCCn1c(SCC(=O)c2ccc(Cl)cc2)nc2ccccc2c1=O)NCc1ccco1
34	-11.0%	-11.9%	-5.3%	-15.9%	-13.0%	40.3%[activator]	-0.1	-10.7%	-33.9%	O=C(O)c1ccc(-c2nc(-c3ccc(Cl)c(Cl)c3)cs2)cc1
35	nt	1.5%	-1.3%	0.9%	-0.9%	13.2%[57 µM]	-6.4	-7.1%	5.3%[59 µM]	Cc1ccccc1-c1nc(SCC(=O)NCc2ccco2)c2c(=O)n(C)c(=O)n(C)c2n1
36	-3.9%	?	7.3%	5.6%	-11.3%	-18.5%	-20.5	39.8µM*	?	BrC(/C=N/N1CCN(Cc2ccccc2)CC1)=C/c1ccccc1
37	-4.7%	-3.1%	12.5%	-0.3%	-4.5%	4.2%	-0.4	?	10µM*	COc1cc(/C=N/n2c(COc3ccccc3)n[nH]c2=S)cc(OC)c1OC(C)=O
38	-4.1%	-31.1%	2.1%	-6.1%	-2.6%	29.1%	-1.0	-6.3%	?	CCCOc1ccc(C(O)CCNC(CC(=O)O)c2ccccc2)cc1 (stereo unspecified)
39	-2.0%	-3.6%	11.8%	0.9%	-0.9%	27.7%	-4.9	-2.8%	nt	O=C(COc1ccccc1)c1cn(CC(=O)N2CCCC2)c2ccccc12
40	i	-0.2%	-8.2%	6.0%	-6.0%	56.7%[activator]	0.4	-3.6%	-10.5%	Cc1nc2ccccc2c2oc(C(=O)NCCCN3CCCC3=O)cc12
41	-5.0%	26.3%	7.1%	-2.0%	11.9%	28.5%	-5.2	-2.1%	7.0%	CC12CCC(C(=O)NCc3ccccc3Cl)(C(Br)C1=O)C2(C)C (stereo unspecified)
42	0.1%	-28.0%	7.3%	0.0%	-0.4%	46.1%[activator]	2.1	?	130.6%[activator]	Oc1cccc2ccc(/C=C/c3ccccc3Cl)nc12
43	7.7%	6.4%	7.4%	?	-3.7%	38.8%	-3.5	14.3%	21.1%	O=C(Cn1nnc(-c2cccc(C(F)(F)F)c2)n1)N1CCCCCC1
